Bioassay records: PubChem BioAssay, National Center for Advancing Translational Sciences (NCATS)
FUS suppressor: rescues growth of FUS-expressing yeast; S. cerevisiae FUS-expressing, growth rescue, OD600, 24 h; Potency, µM (titrated, usually from 76.6 µM), inactives show top-dose growth rescue (activation), most hits filed as activators; actives 0.24% (n = 390,000); AID 1347120;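 note: plate controls were DMSO vehicle for no effect and reference control for full effect; nearly all actives have a fitted effect of over 55% in size; some results filed as inactive show a strong effect at the top dose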
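S. cerevisiae expressing FUS from galactose induction served as the toxicity model. Growth after 24hr at 30C, read as absorbance at 600 nm, indicates suppression of toxicity; compounds dosed at several concentrations.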
aSyn yeast inh: rescues yeast growth from alpha-synuclein toxicity | Yeast expressing alpha-synuclein, growth rescue, BacTiter-Glo, 24 h | Potency, µM (doses to about 46.1 µM), without a hit: at the top dose growth rescue (activation), most hits filed as activators | actives 0.14% (n = 370,000) | AID 652106; note: % of control where 0% means no effect; nearly all actives have a fitted effect of over 65% in size
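Galactose-induced alpha-syn yeast (OD600=0.02, raffinose-pregrown) + pinned cpd, 24 hr, 30 deg C; growth by BacTiter-Glo luminescence. Growth restoration scores as activation.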
EPAC2 antag: blocks human EPAC2 exchange factor; AID 720708; EPAC2 GEF exchange of Rap1B-BODIPY-GDP, fluorescence; Potency, µM (series often up to 114 µM), for the others: top-dose activity, negative = inhibition, usual class: inhibitors; actives 0.18% (n = 360,000); Q8WZA2; note: % is set by controls: 0 for no effect and ±100 for the full control effect; nearly all actives have a fitted effect of over 45% in size; many of its hits are not listed in these tables
PTHR1 agonist: agonists of human PTHR1 parathyroid hormone receptor. AID 743266. actives 0.075% (n = 410,000). HEK293 GP2 PTHR1 cells, GloSensor cAMP luminescence, 1 h. Potency, µM (doses to about 115 µM), without a hit: at the highest dose activation, hits mostly activators; note: nearly all actives have a fitted effect of over 55% in size; some results filed as inactive show a strong effect at the top dose; inactives centre near -15; many of its hits are not listed in these tables
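HEK-293-derived GP2 cells expressing PTHR1 and a GloSensor cAMP reporter, 3,000/well, plated overnight, given luciferin plus IBMX (each 0.5 mM as added) for 1 h at 37 °C, then compound for 1 h at 37 °C. Luminescence was read after 15 min at room temperature.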
EPAC1 ag: EPAC1 (human) agonism; O95398; EPAC1 agonist qHTS, biochemical assay; response scale: 100% = response to 6.5 mM cAMP; Potency, µM (titrated, usually from 154 µM), for inactives: at the top dose activation, most hits filed as activators; actives 0.073% (n = 360,000); AID 720707; note: nearly all actives have a fitted effect of over 60% in size
Target sequence (O95398 whole entry, looked up): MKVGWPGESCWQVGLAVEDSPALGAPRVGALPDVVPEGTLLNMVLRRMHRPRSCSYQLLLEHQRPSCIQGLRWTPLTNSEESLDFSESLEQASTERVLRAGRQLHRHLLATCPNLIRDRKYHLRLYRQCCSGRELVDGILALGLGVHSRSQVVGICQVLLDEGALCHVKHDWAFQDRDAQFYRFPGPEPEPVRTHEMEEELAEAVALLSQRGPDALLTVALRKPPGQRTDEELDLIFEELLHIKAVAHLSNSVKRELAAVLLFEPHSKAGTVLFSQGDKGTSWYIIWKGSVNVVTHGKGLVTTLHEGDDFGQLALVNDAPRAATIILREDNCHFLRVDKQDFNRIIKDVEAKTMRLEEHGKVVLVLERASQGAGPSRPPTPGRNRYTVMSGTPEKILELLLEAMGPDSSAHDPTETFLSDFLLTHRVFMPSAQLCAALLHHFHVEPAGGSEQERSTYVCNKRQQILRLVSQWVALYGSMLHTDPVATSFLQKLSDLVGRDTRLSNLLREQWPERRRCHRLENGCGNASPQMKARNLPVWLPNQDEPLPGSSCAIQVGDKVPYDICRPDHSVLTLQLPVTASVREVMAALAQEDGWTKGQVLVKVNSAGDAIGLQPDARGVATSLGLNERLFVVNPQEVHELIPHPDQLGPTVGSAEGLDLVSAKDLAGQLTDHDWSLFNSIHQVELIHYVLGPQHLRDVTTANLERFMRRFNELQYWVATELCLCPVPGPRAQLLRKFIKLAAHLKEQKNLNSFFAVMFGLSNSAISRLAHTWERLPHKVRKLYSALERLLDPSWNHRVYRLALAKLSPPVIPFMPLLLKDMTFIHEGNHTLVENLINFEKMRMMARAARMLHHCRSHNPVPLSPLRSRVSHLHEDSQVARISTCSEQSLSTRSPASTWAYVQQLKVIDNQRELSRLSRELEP
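EPAC1 100 nM, Rap1B–BODIPY-GDP 250 nM, unlabeled GDP 50 uM; compound titration; 5 min RT; kinetic read ex480/em540 at 5-min intervals ×30 min; data normalized to 6.5 mM cAMP agonist control.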
TDP43 rescue: TDP-43 toxicity inhibition in yeast; Potency, µM (doses to about 46.1 µM), for inactives: at the highest dose growth rescue (activation), most hits filed as activators; actives 1.8% (n = 410,000); AID 652104; TDP-43 expressing yeast growth rescue, BacTiter-Glo, 24 h; note: % of control where 0% means no effect; nearly all actives have a fitted effect of over 50% in size
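Growth rescue of TDP-43-toxic yeast measured as ATP luminescence (BacTiter-Glo). Cells grown to mid-log in raffinose, induced in galactose at OD600=0.02, exposed to compound 24 hr at 30 deg C.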
EPAC2 agonist: activates human EPAC2 exchange factor; Potency, µM (series often up to 154 µM), inactives show at the top dose activation, usual class: activators; AID 720711; EPAC2 activation, biochemical qHTS; response scale: 100% = 6.5 mM cAMP response; Q8WZA2; actives 0.079% (n = 360,000); note: nearly all actives have a fitted effect of over 50% in size
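Compounds were added across a concentration range to EPAC2 (100 nM), RAP1B-BODIPY-GDP (250 nM) and GDP (50 uM). After 5 min at room temperature, fluorescence was recorded at 5-min intervals for 30 min.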
EPAC1 antagonist: blocks human EPAC1 exchange factor. O95398. EPAC1 GEF assay, Rap1b-BODIPY-GDP exchange fluorescence. Potency, µM (series often up to 115 µM), for the others: at the top dose activity change, negative = inhibition, hits mostly inhibitors. actives 0.14% (n = 360,000). AID 720709;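 note: plate controls were vehicle for no effect and positive control for full effect; nearly all actives have a fitted effect of over 50% in size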
* marks the source's active call; other numbers are inactive results; i = inactive; ? = inconclusive; / = no result given; & = joins results of further samples; [ ] = remark or other dose. Calls come from the whole dose curve; as a rule, active = well fitted curve in the direction sought with a large enough effect; inconclusive = small, poorly fitted or top-dose-only effect, or another doubt; inactive = no such curve, though single readings can be large; an effect the other way counts as inactive or inconclusive. Potency is the fitted concentration of half-maximal effect. Some of the compounds tested. The share of hits here may be higher or lower than overall.

nr	smiles	PTHR1 agonist	EPAC1 ag	TDP43 rescue	EPAC1 antagonist	aSyn yeast inh	EPAC2 agonist	EPAC2 antag	FUS suppressor
1	O=C(CSCc1ccccc1Br)NNC(=S)NCc1ccco1	-25%	0%	15%	9%	1%	1%	1%	-2%
2	CN1CCCC1CCOC(C)(c1ccccc1)c1ccc(Cl)cc1 (configuration not stated)	16%	-14%	-14%	4%	-2%&1%	5%	-16%	-17%
3	O=C(CCCn1c(=O)[nH]c2cc(Cl)ccc2c1=O)NCCCN1CCN(c2ccc(F)cc2)CC1	-87%[inhibitor]	0%	7%	7%	9%	3%	7%	-3%
4	Cc1cccc(Nc2nc(N)nc(CN3CCN(Cc4ccc5c(c4)OCO5)CC3)n2)c1	i	10%	3%	-3%	1%	3%	-5%	17%
5	COc1cc2c(cc1OC)C(c1ccc(N(C)C)cc1)CC(=O)N2 (configuration not stated)	i	-3%	17%	11%	19%	5%	15%	/
6	Cc1onc(-c2c(Cl)cccc2Cl)c1C(=O)NCc1ccccn1	-11%	-3%	-23%	6%	0%	5%	3%	4%
7	NC(=O)c1nc[nH]c1C(=O)Nc1cccc(NC(=O)c2cccc(C(F)(F)F)c2)c1	i	2%	17%	-19%	-1%	3%	2%	-4%
8	O=C(Nc1ccc(OCC(=O)N2CCOCC2)cc1)c1ccccc1F	i	2%	11%	-11%	?	-1%	-2%	3%
9	Cn1cc(CC(=O)N2CCN(c3ccc(Cl)cc3)CC2)c2ccccc21	-23%	3%	?	-15%	28%	5%	-2%	35%
10	COc1ccc(-c2cc(C(F)(F)F)n3nc(C)cc3n2)cc1	-14%	-9%	?	-9%	2%	-1%	-6%	-23%
11	CC1CCCC(C)N1/N=C/c1ccc(C(=O)O)cc1 (configuration not stated)	i	6%	-10%	16%	-4%	15%	-2%	0%
12	COc1ccc(S(=O)(=O)N2CCCCC2)cc1C(=O)N1CCCCCC1	-4%	5%	-8%	8%	-1%	-3%	10%	0%
13	O=C(NNC(=O)c1sccc1-n1cccc1)c1cccs1	-47%[inhibitor]	-3%	-8%	-7%	-4%	4%	2%	-28%
14	S=c1[nH]c(-c2cccs2)cn1-c1ccccc1	-18%	6%	30%	4%	-1%	7%	-2%	21%
15	CC(C)(C)OC(=O)N/N=C\c1ccc[nH]1	i	3%	-10%[9.22 µM]	-2%	-4%	2%	1%	4%

Other entries:
nr	smiles	PTHR1 agonist	EPAC1 ag	TDP43 rescue	EPAC1 antagonist	aSyn yeast inh	EPAC2 agonist	EPAC2 antag	FUS suppressor
16	COc1cc(/C=C/C(=O)OCc2cn3cc(Cl)ccc3n2)ccc1O	-2%	4%	-2%	1%	0%	8%	-1%	-4%
17	O=C(CSc1nc2c(sc3ccccc32)c(=O)n1CCCN1CCOCC1)NC1CCCC1	-30%	5%	4%	3%	2%	1%	8%	18%
18	O=S1(=O)CC(N2CCC(Cc3ccccc3)CC2)CN1CCc1ccccc1 (configuration not stated)	-45%[inhibitor]	26%	13%	-10%	11%	12%	-6%	10%
19	CCn1c(=NC(=O)COc2ccccc2)sc2cccc(F)c21	-6%	7%	-1%	-8%	-1%	9%	-1%	0%
20	CCCCn1c(=O)c(CCC(=O)O)nc2ccccc21	14%	2%	4%	-4%	3%	-4%	7%	10%
21	Cn1cc(CN2CCC(CO)(CCCc3ccccc3)CC2)c(-c2ccccc2)n1	i	2%	15%	2%	1%	3%	-3%	-7%
22	CC1CCc2nc(/C(C#N)=C/c3ccncc3)sc2C1 (configuration not stated)	-36%[inhibitor]	6%	?	19%	4%	-6%	-3%	1%
23	CCN1CCN(c2ncnc3c2sc2nc(N4CCOCC4)c4c(c23)CCC4)CC1	i	0%	4%	-6%	-1%	0%[15.6 µM]	8%	-23%
24	O=C(O)Cc1sc(Nc2ccccc2)nc1-c1cccs1	i	14%	8%	-1%	-2%	11%	-8%	12%
25	Cn1c(=O)n(CC(=O)Nc2ccc(F)cc2)c2ccccc21	i	5%	-5%	2%	5%	10%	-6%	-10%
26	COc1ccc(C(=O)/C=C/NCc2ccc(F)cc2)cc1OC	-15%	8%	4%	20%	20%	10%	0%	8%
27	Cc1nc2ccccc2c2c1CC(C(C)(Cl)Br)O2 (configuration not stated)	-30%[inhibitor]	-2%	7%	-8%	-13%	1%	-27%	-5%
28	O=C(CCCOc1ccc(Cl)cc1Cl)N/N=C/c1ccccc1	i	7%	0%	-12%	12%	-2%	1%	/
29	Nn1c(SCc2cccc(Cl)c2)nnc1-c1ccncc1	i	1%	7%	5%	1%	-1%	6%	0%
30	COc1ccc(N2CCN(C(=O)c3ccc(SC)cc3OC)CC2)cc1	-21%	-8%	-13%	2%	2%	-5%	4%	19%

Some of the entries so far, with one line to a screen:
[17] O=C(CSc1nc2c(sc3ccccc32)c(=O)n1CCCN1CCOCC1)NC1CCCC1
[25] Cn1c(=O)n(CC(=O)Nc2ccc(F)cc2)c2ccccc21
[26] COc1ccc(C(=O)/C=C/NCc2ccc(F)cc2)cc1OC
assay / entry	17	25	26
PTHR1 agonist	-30%	i	-15%
EPAC1 ag	5%	5%	8%
TDP43 rescue	4%	-5%	4%
EPAC1 antagonist	3%	2%	20%
aSyn yeast inh	2%	5%	20%
EPAC2 agonist	1%	10%	10%
EPAC2 antag	8%	-6%	0%
FUS suppressor	18%	-10%	8%

Following part
nr	smiles	PTHR1 agonist	EPAC1 ag	TDP43 rescue	EPAC1 antagonist	aSyn yeast inh	EPAC2 agonist	EPAC2 antag	FUS suppressor
31	O=C(C1CCN(C2CC(=O)N(c3cccc(Cl)c3)C2=O)CC1)N1CCCC1 (configuration not stated)	-10%	16%	?	-9%	-71%[inhibitor]	14%	-1%	5%
32	O=C1Nc2ccccc2C1=Nc1ccc(Cl)cc1	-2%	-6%	-14%	2%	9%	2%	2%	-3%
33	COCCCNC(=O)c1c(NC(=O)C2COc3ccccc3O2)sc2c1CCCC2 (configuration not stated)	i	0%	3%	-9%	1%	-7%	-1%	-4%
34	COc1ccc(Nc2ccccc2)c(C)c1	-8%[57.5 µM]	5%	5%	-21%	0%	9%	-4%	7%
35	O=c1[nH][nH]c2c1[C@H](C1CCCC1)O[C@H](CCc1ccccc1)C2	-42%[inhibitor]	3%	9%	-5%	1%	0%	-14%	?
36	Cc1noc2ncnc(Sc3ccc(Cl)cc3)c12	-17%	10%	6.3µM*	2%	-4%	1%	2%	-11%
37	C/C(=N/NC(=O)c1ccc(-c2ccccc2)cc1)c1cc(O)cc(O)c1	i	-1%	0%	-15%	-9%	7%	-16%	?
38	CC1=C(C(=O)OCC(C)C)C(c2ccccc2Cl)NC(=O)N1C (configuration not stated)	-95%[inhibitor]	-18%	17%	0%	9%	-13%	?	34%
39	COc1ccccc1N(C)S(=O)(=O)c1ccc(C(=O)OC(C)C(=O)NCc2ccc3c(c2)OCO3)cc1 (configuration not stated)	-10%	3%	-7%	-14%	20%	12%	-2%	8%
40	Cc1c(C(=O)N2CCN(Cc3cccs3)CC2)oc2ccccc12	-19%	8%	11%	-15%	-9%	15%	5%	-7%
41	O=C(C[C@H]1C(=O)N(c2ccc(F)c(F)c2)C[C@@H]1Cc1ccccc1)Nc1ccccc1	i	4%	32%	-9%	-11%	4%	-10%	39%
42	O=C(Nc1cccc(S(=O)(=O)NC2=NCCC2)c1)c1cn(-c2ccccc2)nc1-c1ccc(F)cc1	i	13%	10%	7%	0%	8%	2%	?
43	CCCCCCCCCCS(=O)(=O)N/N=C/c1ccccc1OC	-14%	-24%	-64%[inhibitor]	?	-21%	-7%	?	36%
44	CC(C)OCc1c(C(=O)Nc2nccs2)oc2ccccc12	-8%	-4%	21%	-12%	-2%	-4%	3%	-1%
45	COc1ccc(N2CCN(C(=O)c3cnn(-c4ccc(F)cc4)c3-n3cccc3)CC2)cc1	-9%	/	?	/	3%	/	/	-6%

More compounds.
nr	smiles	PTHR1 agonist	EPAC1 ag	TDP43 rescue	EPAC1 antagonist	aSyn yeast inh	EPAC2 agonist	EPAC2 antag	FUS suppressor
46	O=C(CN1c2cccc3cccc(c23)S1(=O)=O)NCc1ccc2c(c1)OCO2	i	4%	-4%	5%	21%	13%	0%	21%
47	CCN(CC(=O)Nc1ccc(NC(C)=O)cc1)C(=O)c1ccc2ccccc2c1	-44%[inhibitor]	-5%	-21%	-22%	-9%	12%	-12%	14%
48	Cc1ccc(-c2c(C(=O)N/N=C/c3ccc4c(c3)OCO4)nnn2-c2nonc2N)cc1	-8%	-2%	3%	4%	-2%	12%	-4%	19%
49	COc1ccc(CN2CCN(C(=O)c3cccc4ccccc34)CC2)cc1Br	-15%	18%	-15%	-5%	1%	7%	-15%	24%
50	CN(c1ccccc1)S(=O)(=O)c1cccc(C(=O)NCC(c2cccs2)N2CCOCC2)c1 (configuration not stated)	i	18%	-4%	7%	-3%	4%	-12%	4%
51	COC(=O)c1ccc(Nc2nc(-c3ccncc3)nc3ccccc23)cc1	i	7%	4%	-4%	4%	3%	15%	28%
52	Cc1ccc(Cn2c(=O)c3ccccc3n3nc(C)cc23)cc1	15%	-3%	-35%[inhibitor]	-6%	-4%	-12%	14%	24%
53	Cc1ccc(CNS(=O)(=O)c2ccc3c(c2)n(C)c(=O)c(=O)n3C)cc1	i	5%	2%[0.397 µM]	0%	3%	6%	-1%	19%
54	CCCOC(=O)c1ccc(NC(=O)C2C3C=CC(O3)C2C(=O)O)cc1 (configuration not stated)	-21%[57.5 µM]	0%	?	-12%	-62%[inhibitor]	10%	5%	6%
55	Cn1cccc1C(=O)NCc1ccc(S(N)(=O)=O)cc1	i	9%	4%	-7%	-2%	1%	3%	23%
56	CC1(Cc2ccc(F)cc2)C(=O)Nc2c(Cl)ccc(Cl)c21 (configuration not stated)	-16%	-1%	26%	-13%	11µM*	18%	?	-22%
57	COC(=O)c1ccc(C(=O)OC)c(NC(=O)COc2ccccc2OC)c1	i	2%	24%	6%	/	4%	10%	-1%
58	CC(=O)Nc1ccc(C(=O)OCC(=O)Nc2ccccc2F)cc1	0%	9%	-8%[9.22 µM]	-5%	2%	4%	14%	13%
59	CCOC(=O)C1(C)C=C(Nc2ccccc2)C(=O)N1c1ccccc1 (configuration not stated)	-20%	6%	-9%	-12%	4%	1%	-15%	15%
60	O=C1CCN(S(=O)(=O)c2cccs2)c2ccc(C(F)(F)F)cc2N1	-4%	8%	17%[9.22 µM]	6%	-5%	8%	7%	15%
61	Cc1ccc(OCC(=O)Nc2nnc(C3CCCO3)s2)c(Br)c1 (configuration not stated)	17%	2%	-4%	-9%	7%	11%	-6%	16%
62	O=C(CSc1nc2[nH]ncc2c(=O)n1-c1ccccc1)NCc1cccs1	27%	-6%	9%	1%	-3%	-1%	10%	-27%
